# Tn7 DDE FP: disrupts Tn7 cyclic peptide binding to fibrin D-Dimer-E complex. FP displacement of FITC-Tn7 peptide from fibrin DD(E); 0% = median of compound wells per plate. P02675. AID 720508. inhibition, % at 8.3 µM. 370,000 compounds, 0.13% hits;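 active = inhibition above the mean of compounds falling within the control limits plus 3 SD of them, cut at about 14% in these data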;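 note: 0% = plate median of compound wells and 100% = 10 µM Aha-Tn7 peptide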
#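 Test system: human clot-derived fibrin DD(E) complex / Quantity: 2 µM final DD(E) protein / Incubation: 10 min plus 3 h, room temperature / Measured by: fluorescence polarization / Benchmarks: high control of 10 µM Aha-Tn7 peptide / Replicates: singlicate testing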
# SIAE primary: inhibitors of human sialic acid acetylesterase SIAE | inhibition, % at 9.66 µM | AID 1053197 | Q9HAT2 | 370,000 compounds, 0.69% hits | SIAE FP-Rh probe binding, fluorescence polarization;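 active = inhibition above a cutoff: mean of compounds within the control limits plus 3 SD of those, cut at about 17% in these data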;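 note: 0% = plate median of compound wells and 100% = probe without SIAE protein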
# PLCb3 inh: inhibitors of human phospholipase C beta3; 370,000 compounds, 0.18% hits; AID 720704; inhibition, % at 12.2 µM; Purified PLC-beta3, fluorogenic substrate, fluorescence; in the data active = inhibition above about 11%;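 note: 0% = median of compound wells on plate and 100% = full blocker control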
# PLC-gamma1 inh: inhibitors of human phospholipase C gamma1; P19174; AID 720700; inhibition, % at 12.2 µM; 370,000 compounds, 0.84% hits; purified PLC-gamma1, fluorogenic substrate, fluorescence; in the data active = inhibition above about 9.5%
# Tn6 DDE FP: DD(E)-Tn6 binding inhibition, primary FP screen; AID 720509; 370,000 compounds, 0.21% hits; inhibition, % at 8.3 µM; Fibrin DD(E) TRITC-Tn6 fluorescence polarization displacement;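 active = inhibition above a per-campaign cutoff: mean of compounds within control limits plus 3 SD, cut at about 15% in these data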;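 note: 0% = median of all compound wells on the plate and 100% = blocking peptide control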
# ADAM17 inh: ADAM17 inhibition, QFRET primary screen; P78536; recombinant ADAM17, EDANS/DABCYL FRET peptide cleavage; inhibition, % at 6.95 µM; 370,000 compounds, 0.83% hits; AID 720648;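 active = inhibition above the mean of compounds lying between control limits plus 3 SD, set per campaign, cut at about 8.5% in these data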;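 note: 0% = DMSO-only wells as the low control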
# Target sequence (P78536 215-824 limits assumed): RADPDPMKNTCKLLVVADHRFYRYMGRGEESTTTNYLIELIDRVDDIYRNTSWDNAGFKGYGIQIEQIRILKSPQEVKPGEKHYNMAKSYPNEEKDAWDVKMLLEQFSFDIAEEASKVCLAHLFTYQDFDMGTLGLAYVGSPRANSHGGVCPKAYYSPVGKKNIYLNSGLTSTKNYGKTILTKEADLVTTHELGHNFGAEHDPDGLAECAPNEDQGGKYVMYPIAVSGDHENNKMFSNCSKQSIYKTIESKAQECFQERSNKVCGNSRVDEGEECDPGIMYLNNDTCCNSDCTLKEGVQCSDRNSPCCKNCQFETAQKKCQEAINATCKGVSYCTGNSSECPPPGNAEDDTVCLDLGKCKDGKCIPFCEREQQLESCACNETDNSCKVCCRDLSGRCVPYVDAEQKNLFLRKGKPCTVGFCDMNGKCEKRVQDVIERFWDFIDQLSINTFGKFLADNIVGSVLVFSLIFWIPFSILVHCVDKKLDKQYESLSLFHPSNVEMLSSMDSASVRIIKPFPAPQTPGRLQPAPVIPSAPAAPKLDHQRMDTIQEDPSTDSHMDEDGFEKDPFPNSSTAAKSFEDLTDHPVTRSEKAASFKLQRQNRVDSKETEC
# ASAP1 inh: inhibitors of human ASAP1 ArfGAP activity; Q9ULH1; ASAP1-stimulated ARF1 GTP hydrolysis, GDP FP detection; inhibition, % at 16.5 µM; 360,000 compounds, 0.19% hits; in the data active = inhibition above about 25%;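 note: 0% = vehicle with enzyme and substrate and 100% = no enzyme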
# ADAM10 inh: inhibitors of human ADAM10; inhibition, % at 7 µM; recombinant ADAM10, EDANS/DABCYL FRET peptide cleavage, 3 h; O14672; 370,000 compounds, 0.62% hits; AID 720582;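 active = inhibition above a per-campaign cutoff equal to the mean of compounds falling between control-based bounds plus 3 SD, cut at about 20% in these data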;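 note: 0% = DMSO wells while the 100% control is not disclosed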
# TDP2 absorb: blocks human TDP2 phosphodiesterase activity; O95551; inhibition, % at 12.8 µM; recombinant TDP2, T5PNP hydrolysis, p-nitrophenol absorbance 415 nm; 370,000 compounds, 0.34% hits;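 active = inhibition above the mean of all tested compounds plus 3 SD, set per campaign, cut at about 25% in these data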;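 note: 0% = DMSO with enzyme and 100% = buffer with substrate but no TDP2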
# Target sequence (O95551 whole entry, looked up): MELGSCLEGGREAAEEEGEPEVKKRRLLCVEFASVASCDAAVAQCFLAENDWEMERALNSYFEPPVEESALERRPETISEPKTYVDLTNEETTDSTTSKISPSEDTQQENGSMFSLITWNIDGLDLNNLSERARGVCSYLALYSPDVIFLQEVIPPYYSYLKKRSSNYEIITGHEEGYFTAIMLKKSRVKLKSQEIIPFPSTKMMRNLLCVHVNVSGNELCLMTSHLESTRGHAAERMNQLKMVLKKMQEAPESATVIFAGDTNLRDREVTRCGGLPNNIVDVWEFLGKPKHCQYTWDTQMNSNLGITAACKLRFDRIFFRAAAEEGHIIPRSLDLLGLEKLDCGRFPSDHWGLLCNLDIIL
#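 Assay system: recombinant human TDP2 / Reagent: T5PNP substrate at 5 mM, a TopII-DNA adduct mimic / Measured by: epi absorbance from released p-nitrophenol / Evaluation: % inhibition relative to enzyme-containing and enzyme-free wells / Control set: enzyme-free and DMSO wells / Replicates: each compound tested once, singlicate / Schedule: enzyme reaction with compound for 2 h at 37 °C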
# ARFGAP1 inh: rat ARFGAP1 inhibition | Q62848 | Arfgap1-stimulated ARF1 GTP hydrolysis, GDP FP detection | inhibition, % at 16.5 µM | 360,000 compounds, 0.26% hits;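 active = inhibition above a per-plate limit, mean inhibition of low control wells plus 3 SD, cut at about 25% in these data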;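 note: 0% = DMSO wells with enzyme and 100% = wells lacking Arfgap1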
#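 material = rat Arfgap1 catalytic domain, aa 1-136 | also added = human ARF1(Δ1-17)-GTP substrate | compound dosing = one concentration, 16.5 µM, DMSO 1.26% | times = GTP hydrolysis reaction 2 h at 25 °C | measured by = FP, GDP Alexa 633 tracer displaced from anti-GDP antibody, 620/688 nm | evaluation = percent inhibition of Arfgap1-stimulated GTP hydrolysis | replication = single well per compound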
# The depositor's hits bear a star; i = inactive; / = not tested or not shown.
SMILES,Tn7 DDE FP,SIAE primary,PLCb3 inh,PLC-gamma1 inh,Tn6 DDE FP,ADAM17 inh,ASAP1 inh,ADAM10 inh,TDP2 absorb,ARFGAP1 inh
Cc1ccc(NC(=O)CN2C(=O)S/C(=C\c3ccccn3)C2=O)cc1C,-3.8,-5.7,-2.8,-1.8,-1.5,1.2,4.2,-1.4,0.9,-5.8
Cc1ccccc1C(=O)NC1CCCCN(C)C1=O (stereo not given),7.0,-1.4,-0.1,-1.7,7.4,-4.7,-3.0,-7.5,7.3,-11.5
COc1ccc(Cl)cc1C(=O)OCC(=O)Nc1cccnc1Cl,3.7,-3.0,-7.9,-2.2,8.1,-3.1,-5.9,-11.7,2.5,3.6
Cc1oc(-c2cccs2)cc1C(=O)N1CCCC(C)(C(=O)O)C1 (stereo not given),9.6,9.8,-3.6,-4.7,5.2,-0.8,-14.7,-11.3,-5.2,5.6
Cc1ccc(S(=O)(=O)Nc2ncnc3sc(C)c(C)c23)cc1,-4.4,-1.4,-9.4,-2.5,7.2,-0.5,-5.7,-4.7,-8.0,-1.6
CC(CCc1ccccc1)NC(=O)COC(=O)c1ccccc1O (stereo not given),-0.1,6.5,-4.6,-0.6,-2.2,0.4,-7.8,1.4,6.7,2.6
CCOC(=O)c1cnc2c(ccc3ccccc32)c1N,-3.8,-3.6,-3.0,-3.4,-9.3,-7.0,-0.7,-14.5,2.2,-4.3
COc1cc(-c2cc(=O)c3c(O)c(OC)c(OC)c(O)c3o2)ccc1O,0.6,0.6,-3.8,-2.5,-8.2,-1.9,-1.6,-13.8,0.5,6.3
CCOc1ccc(NC(=O)CN(C)C(=O)c2cc(C)nc3ccccc23)cc1OCC,-1.6,-4.8,-1.8,2.1,-8.3,0.3,-7.6,9.4,3.5,1.7
COc1ccc(OCC(=O)NCCCCCCNC(=O)COc2ccc(OC)cc2)cc1,3.2,-2.6,-8.2,-0.1,-5.2,-2.2,7.7,-13.1,3.5,3.6
N#CCc1nc(-c2cc3ccccc3oc2=O)cs1,6.6,5.7,-156.4,-127.7,7.2,-181.3,3.5,i,-3.8,5.0
Cc1ccc(S(=O)(=O)N2CCN(c3nc(C(C)C)c4c(c3C#N)CC(C)(C)OC4)CC2)cc1,4.2,-3.7,-7.8,-3.0,10.2,-6.5,3.5,-10.9,2.6,-13.9
O=C(Nc1ccccc1)Nc1nc2ccccc2s1,-5.3,-9.8,-2.7,2.9,-2.5,1.1,6.2,11.7,-1.8,11.7
C/C(=N\NC(=O)c1ccc(CN2CCOCC2)cc1)c1cccc([N+](=O)[O-])c1,0.4,2.8,-0.9,-1.0,-6.5,-1.7,2.5,-7.3,-4.0,7.0
COc1ccc(N2CCOCC2)c(NC(=O)c2cccs2)c1,0.7,4.7,-5.0,0.2,-0.8,-4.5,-14.4,-9.0,-4.3,-0.5
O=C(Nc1nccs1)c1cc(-c2ccccc2)nn1-c1ccccc1,3.2,-5.5,3.5,0.3,-10.7,-3.0,2.1,6.1,-0.2,12.6
CN(C(=O)COC(=O)c1cnc(Cl)c(Cl)c1)C1CCS(=O)(=O)C1 (stereo not given),-6.9,1.8,1.2,6.0,-4.4,6.6,9.9,2.9,-10.8,-7.4
COCCN1CCN(C(=O)c2ccc3nc(Cc4ccc(OC)c(OC)c4)oc3c2)CC1,3.1,2.1,-6.5,2.3,-9.6,-5.0,6.2,4.8,-7.8,-5.4
COc1ccc2oc(C(=O)OCC(=O)NCCN3C(=O)CSC3=O)c(C)c2c1,1.8,1.4,-166.7,-159.5,2.6,-120.1,-3.3,-403.2,-2.5,3.4
Cc1c(C(=O)NCc2ccccn2)oc2ccc(S(=O)(=O)N3CCOCC3)cc12,9.7,3.0,-1.0,2.2,2.9,0.6,1.1,5.9,-6.2,2.1
O=C(NCc1cccnc1)C1CC(=O)N(c2ccc(Cl)cc2)C1 (stereo not given),5.4,1.5,3.3,3.6,10.8,-3.3,-1.4,-3.8,1.4,-0.6
CC(NC(=O)CNC(=O)c1sc2ccccc2c1Cl)c1cccnc1 (stereo not given),3.3,3.5,-4.5,-1.7,4.9,-2.5,1.9,-4.2,7.9,2.5
O=C1CC(N(CCc2ccccc2)C(=S)Nc2ccccc2)C(=O)N1c1ccccc1 (stereo not given),-1.1,-6.7,4.4,3.8,-8.2,8.7*,7.6,17.2,-9.7,9.2
Cc1cc(C)cc(NC(=O)CCN2CCCC2)c1,0.9,1.8,-5.1,-1.6,4.9,-4.6,-2.8,-6.6,-7.7,8.1
COC(=O)Nc1ccc(S(=O)(=O)N2CCCC(C(=O)N3CC(C)OC(C)C3)C2)cc1 (stereo not given),3.3,10.0,-4.3,1.5,-4.3,0.5,3.6,-1.1,1.6,-3.3
COc1ccc(C(=O)COC(=O)c2cc(S(=O)(=O)NCc3ccccc3)ccc2O)cc1,1.6,-9.9,-3.1,-1.4,-12.7,4.1,7.8,8.7,21.4,12.1
COc1ccc(C(=O)n2cnc(N)n2)cc1,2.2,0.0,1.3,0.1,1.1,-2.0,6.8,-11.0,-3.9,13.8
CC1=C2NC(N)=[N+](CC3CC3)C(Cc3ccccc3)[C@@H]2n2c(=O)n(-c3ccccc3)c(=O)n2C1 (stereo not given in full),-4.1,3.0,4.3,2.6,-7.0,-4.7,/,-8.5,4.9,/
CC(=O)OC(C)(C)/C=C/C(=O)[C@](C)(O)C1[C@H](O)C[C@@]2(C)C3CC=C4C(C=C(O[C@@H]5O[C@H](CO)[C@@H](O)[C@H](O)[C@H]5O)C(=O)C4(C)C)[C@]3(C)C(=O)C[C@]12C (stereo not given in full),-7.7,3.3,2.8,1.9,2.7,-2.2,2.1,-8.3,3.4,-4.5
CCCCC(=O)NCc1ccc(F)cc1,-3.7,8.3,2.9,4.3,-9.1,0.5,-5.0,4.2,-4.2,12.9
CC1CN(c2oc(Cc3cccc4ccccc34)nc2C#N)CC(C)O1 (stereo not given),2.0,-0.4,1.2,1.5,11.4,1.1,-2.6,4.2,-0.6,6.7
COC(=O)[C@]12C[C@H](CC(=O)NCC34CC5CC(CC(C5)C3)C4)C(=O)N(Cc3ccc(Cl)cc3Cl)C1=C[C@H](COCc1ccccc1)O[C@@H]2C,5.1,-3.3,-0.3,0.0,-8.1,-3.1,/,0.2,1.7,/
Cc1cccc(-c2cc3nc(C)cc(NCCCN(C)C)n3n2)c1,4.6,-3.2,-55.9,-47.0,-3.8,-24.3,1.8,-53.9,2.4,-7.7
COc1cc(OC)cc(-c2nc3ccccc3c(=O)n2NC(=O)c2cccnc2Cl)c1,-1.4,-1.6,0.0,4.7,2.2,-1.1,4.8,6.1,-1.6,5.6
CC(=O)Nc1cccc(Cl)c1C(=O)O,-1.7,0.3,-0.3,7.0,-3.8,-3.6,8.4,6.5,-1.1,14.4
COc1ccc(/C=C/C(=O)N2CCN(S(=O)(=O)c3ccccc3Br)CC2)cc1OC,-1.2,1.5,-36.2,-27.0,-4.7,-20.1,-1.3,-69.3,5.5,-6.4
Cc1nn(CC(=O)Nc2ccc3c(c2)nc(CCN2CCCCC2)n3C)c(=O)c2ccccc12,-8.4,-3.7,-3.7,-4.7,6.9,-24.9,-0.2,-71.3,-4.5,8.5
COc1ccc(/C(C)=N/N=C(N)N)c(O)c1,4.4,6.1,-4.7,4.9,-0.2,0.5,-2.1,3.7,-0.7,12.4
COc1ccc(CCNC(=O)c2cc3ccccn3n2)cc1,1.9,0.8,0.9,-0.1,-5.5,0.2,/,0.2,6.7,/
COc1ccc(C(=O)NNC(=O)c2ccccc2[N+](=O)[O-])cc1[N+](=O)[O-],-7.5,-3.4,-2.4,3.5,-0.7,-1.8,10.4,1.0,-3.6,0.5
O=C(Oc1ccc2c(c1)O/C(=C\c1ccncc1)C2=O)c1ccccc1,-1.2,-10.4,-174.2,-129.9,1.7,-1.0,-4.8,-3.5,5.6,5.8
CCc1ccc(-c2cc(C)no2)cc1S(=O)(=O)Nc1ccccn1,4.7,-1.2,-19.2,-9.1,0.1,-11.6,13.2,-26.9,3.7,-2.5
CC(=O)Nc1ccc(NC(=O)COC(=O)c2c3c(nc4ccccc24)CCN(Cc2ccccc2)C3)cc1,3.1,-12.2,-38.4,-38.6,-4.1,-1.9,13.4,-16.8,-10.2,10.6
Cc1ccccc1OCCC(=O)OCC(=O)NC1CC1,-4.5,0.6,-7.5,3.2,-10.3,-2.0,-5.1,-11.7,-2.9,0.0

# Compound profiles, from the list above. Values in the order: Tn7 DDE FP | SIAE primary | PLCb3 inh | PLC-gamma1 inh | Tn6 DDE FP | ADAM17 inh | ASAP1 inh | ADAM10 inh | TDP2 absorb | ARFGAP1 inh
# O=C(Oc1ccc2c(c1)O/C(=C\c1ccncc1)C2=O)c1ccccc1 is listed as -1.2 | -10.4 | -174.2 | -129.9 | 1.7 | -1.0 | -4.8 | -3.5 | 5.6 | 5.8
# CCc1ccc(-c2cc(C)no2)cc1S(=O)(=O)Nc1ccccn1 is listed as 4.7 | -1.2 | -19.2 | -9.1 | 0.1 | -11.6 | 13.2 | -26.9 | 3.7 | -2.5
# CC(=O)Nc1ccc(NC(=O)COC(=O)c2c3c(nc4ccccc24)CCN(Cc2ccccc2)C3)cc1 is listed as 3.1 | -12.2 | -38.4 | -38.6 | -4.1 | -1.9 | 13.4 | -16.8 | -10.2 | 10.6
# Cc1ccccc1OCCC(=O)OCC(=O)NC1CC1 is listed as -4.5 | 0.6 | -7.5 | 3.2 | -10.3 | -2.0 | -5.1 | -11.7 | -2.9 | 0.0
